UGM FP inh: blocks M. tuberculosis UGM enzyme. inhibition, % at 10 µM. purified UGM, fluorescence polarization probe displacement. P9WIQ1. 320,000 tested, 0.06% active; in the data active = inhibition above about 10%, passing the limit was not always enough
MazF activator: activators of E. coli MazEF toxin-antitoxin RNase; FAM/BHQ RNA-DNA oligo cleavage fluorescence, 5 h; AID 504720; activation, % at 20 µM; P0AE70; 350,000 tested, 0.32% active; in the data active = activation above about 50%
Target sequence (P0AE70 whole entry, looked up): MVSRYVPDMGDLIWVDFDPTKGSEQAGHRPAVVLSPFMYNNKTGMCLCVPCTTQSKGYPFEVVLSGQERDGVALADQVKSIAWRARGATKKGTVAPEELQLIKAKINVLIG
FBA Mtb inh: inhibitors of M. tuberculosis fructose-bisphosphate aldolase; purified M. tuberculosis FBA, fluorescence read-out; inhibition, % at 1 µM; 360,000 tested, 2.3% active; in the data active = inhibition above about 27%;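 also: 0% = vehicle and 100% = reference inhibitor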
Target sequence (P9WQA3 whole entry, looked up): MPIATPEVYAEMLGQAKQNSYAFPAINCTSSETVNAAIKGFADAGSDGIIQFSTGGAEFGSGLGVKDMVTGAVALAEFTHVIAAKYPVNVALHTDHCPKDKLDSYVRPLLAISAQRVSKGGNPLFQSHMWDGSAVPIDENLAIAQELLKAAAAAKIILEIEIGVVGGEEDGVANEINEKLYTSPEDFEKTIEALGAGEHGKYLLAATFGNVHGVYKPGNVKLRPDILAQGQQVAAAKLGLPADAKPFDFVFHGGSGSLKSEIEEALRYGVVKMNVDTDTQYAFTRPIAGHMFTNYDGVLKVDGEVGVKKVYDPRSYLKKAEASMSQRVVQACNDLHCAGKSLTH
GDH-TPI counter: counter-screen for M. tuberculosis FBA inhibitors: GDH-TPI coupled enzymes; GDH-TPI coupled enzyme counterscreen, NADH absorbance; inhibition, % at 4.8 µM; 360,000 tested, 1.2% active; in the data active = inhibition above about 30%;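 also: 0% = DMSO wells and 100% = wells lacking the enzyme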
BioA inh: blocks M. tuberculosis BioA enzyme activity; purified M. tuberculosis BioA enzyme, plate reader; inhibition, % at 9.99 µM; 360,000 tested, 0.096% active; in the data active = inhibition above about 40%
Rv3671c inh: inhibitors of M. tuberculosis serine protease Rv3671c | 320,000 tested, 0.048% active | P9WHR9 | inhibition, % at 5.96 µM | AID 2606; in the data active = inhibition above about 38%;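 also: extracellular domain of Rv3671c used as enzyme; 0% = enzyme with DMSO and 100% = no enzyme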
Target sequence (P9WHR9 whole entry, looked up, the tested form may be a part): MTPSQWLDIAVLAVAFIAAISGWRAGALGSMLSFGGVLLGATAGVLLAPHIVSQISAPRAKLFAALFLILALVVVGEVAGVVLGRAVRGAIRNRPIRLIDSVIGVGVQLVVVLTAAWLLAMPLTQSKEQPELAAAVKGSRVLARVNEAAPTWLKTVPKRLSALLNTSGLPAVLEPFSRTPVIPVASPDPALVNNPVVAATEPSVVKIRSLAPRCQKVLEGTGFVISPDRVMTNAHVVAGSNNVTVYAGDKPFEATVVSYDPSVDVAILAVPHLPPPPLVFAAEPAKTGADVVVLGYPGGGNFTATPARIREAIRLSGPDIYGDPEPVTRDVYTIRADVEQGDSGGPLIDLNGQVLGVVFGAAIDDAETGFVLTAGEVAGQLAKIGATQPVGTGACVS
DUSP3 inh: DUSP3 (human) phosphatase inhibition. P51452. recombinant VHR phosphatase, pNPP absorbance. inhibition, % at 13.3 µM. 290,000 tested, 0.52% active; in the data active = inhibition above about 50%; also: some compounds called inactive have numbers as strong as hits
Target sequence (P51452 whole entry, looked up): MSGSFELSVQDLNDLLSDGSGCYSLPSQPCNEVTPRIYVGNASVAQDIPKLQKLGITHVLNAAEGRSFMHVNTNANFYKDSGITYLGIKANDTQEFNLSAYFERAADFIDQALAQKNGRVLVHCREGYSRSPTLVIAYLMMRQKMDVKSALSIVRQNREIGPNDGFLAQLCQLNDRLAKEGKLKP
BH1578 lux ind: induces V. cholerae light production without autoinducers. V. cholerae BH1578 lux reporter, luminescence, 6 h. activation, % at 18.7 µM. 350,000 tested, 0.16% active. AID 588436; in the data active = activation mostly above about 9.7%, no sharp cut-off; also: not every result past the cut was called active; inactives centre near 0; reference of the scale not given here
3CLpro inhibitor: SARS-CoV 3CLpro protease inhibition; 290,000 tested, 0.14% active; inhibition, % at 6 µM; recombinant SARS-CoV 3CLpro, quenched FRET peptide cleavage; AID 1706; in the data active = inhibition above about 12%
PriA SSB inh: K. pneumoniae PriA-SSBct interaction inhibition; AID 1272365; 430,000 tested, 0.6% active; AlphaScreen SSBct-PriA binding, biotinylated peptide; inhibition, % at 33 µM; in the data active = inhibition mostly above about 37%, no sharp cut-off; inactive = mostly below about 20%;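 also: plate controls were negative control peptide for no effect and reference peptide for full effect; strong numbers were not always called active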
* = called active by the depositor; i = inactive; . = no result given; & = joins results of further samples. An excerpt, so the mix of outcomes need not match the whole.

Keys – A = UGM FP inh; B = MazF activator; C = FBA Mtb inh; D = GDH-TPI counter; E = BioA inh; F = Rv3671c inh; G = DUSP3 inh; H = BH1578 lux ind; I = 3CLpro inhibitor; J = PriA SSB inh
1	COC(=O)C1=C(C)N(C)C(=O)NC1c1c(OC)ccc2ccccc12 (centres undefined)
  A: -2.1	B: 1.7	C: 3.2	D: 7.5	E: -2.3	F: -0.4	G: -2.9	H: -1.6	I: 0.7	J: 1.0
2	C=CCSC1=C(C#N)C(c2ccccc2)CC(=O)N1 (centres undefined)
  A: -1.1	B: 6.3	C: 5.9	D: 1.8	E: -0.2	F: -7.8	G: -14.8	H: i	I: 7.3	J: 3.1
3	O=C(CCc1ccc(S(=O)(=O)N2CCOCC2)cc1)Nc1ccc2ccccc2c1
  A: -0.2	B: -5.6	C: -1.9	D: 8.9	E: -0.3	F: 3.3	G: 13.3	H: -1.4	I: 2.6	J: -0.9
4	COn1c(-c2ccc(Cl)cc2)nc2ncccc21
  A: -4.1	B: 1.3	C: 16.4	D: 5.3	E: .	F: -3.9	G: 8.8	H: -0.5	I: 0.3	J: -17.8
5	Cc1c(/C(O)=C2\C(=O)C(=O)N(CCCN(C)C)C2c2ccccc2)cnn1-c1ccccc1 (centres undefined)
  A: .	B: -2.3	C: -1.2	D: 14.2	E: .	F: .	G: 27.7	H: -0.3	I: -0.3	J: .
6	C=CCc1ccc(OCCn2nnc3ccccc32)c(OC)c1
  A: 2.6	B: -4.1	C: 0.1	D: 4.5	E: -1.2	F: 12.2	G: 55.5*	H: 11.7	I: -0.5	J: -11.6
7	CC(=O)Nc1ccc(NS(=O)(=O)c2ccc3c(c2)oc(=O)n3C)cc1
  A: 0.0	B: 5.5	C: 0.0	D: 7.4	E: 0.3	F: -0.6	G: 0.1	H: -0.3	I: 0.8	J: 0.0
8	CC1(C(=O)NS(=O)(=O)c2ccc(Cl)s2)CCN1C(=O)Cc1ccc(-c2ccccc2)cc1 (centres undefined)
  A: .	B: .	C: -3.5	D: -2.7	E: -0.3	F: .	G: .	H: i	I: .	J: .
9	O=C(Cc1cccs1)NCCS(=O)(=O)N1CCN(c2cccc(Cl)c2)CC1
  A: -1.2	B: -11.4	C: 4.0	D: -0.3	E: 0.9	F: -3.0	G: .	H: -0.1	I: .	J: 1.7&5.0
10	CCc1ccc(C2C(C#N)=C(N)C(C#N)(C#N)C3=CCC(C(C)(C)C)CC32)cc1 (centres undefined)
  A: 1.3	B: 7.1	C: 5.1	D: 0.3	E: -1.1	F: -1.4	G: 22.0	H: -0.3	I: 2.2	J: -0.4
11	CC(=O)c1cc2c(=O)c3ccccc3oc2nc1C
  A: 0.5	B: 7.0	C: 3.4	D: 9.5	E: 0.1	F: 0.5	G: .	H: i	I: -1.9	J: -0.9
12	Cc1ccc(Nc2nc(/N=C/N(C)C)n[nH]2)cc1C
  A: 2.3	B: 7.3	C: 1.9	D: -3.7	E: .	F: -5.9	G: 24.4	H: -0.2	I: 1.5	J: .
13	CCCCCCNc1nc(OC)nc(N2CC3CC(C2)c2cccc(=O)n2C3)n1 (centres undefined)
  A: 4.0	B: 6.6	C: 1.4	D: -1.9	E: 0.0	F: 2.4	G: 23.4	H: -0.1	I: 2.6	J: -2.9
14	CCOc1ccc(N2CC(C(=O)Nc3cccc(S(=O)(=O)N4CCOCC4)c3)CC2=O)cc1 (centres undefined)
  A: .	B: 0.7	C: -0.5	D: 6.5	E: -0.8	F: .	G: .	H: i	I: .	J: .
15	CCN1C(=NCCOC)N[C@@H](c2cccc(F)c2)C(C(=O)OC)=C1C
  A: -0.7	B: 4.7	C: -0.6	D: 4.3	E: -1.0	F: -14.3	G: 36.9	H: -1.4	I: -1.7	J: -1.1
16	Cc1ccc(C(=O)NNC(=O)c2ccc(SCC3CCCO3)c([N+](=O)[O-])c2)cc1 (centres undefined)
  A: -1.4	B: -12.9	C: 1.0	D: 9.6	E: 0.8	F: -1.7	G: -8.0	H: -3.8	I: 1.8	J: -2.0
17	COc1ccc(CN2C(=O)c3cccnc3C2Nc2ccc(C)cc2)cc1 (centres undefined)
  A: 0.6	B: 2.5	C: 1.0	D: 5.0	E: .	F: -7.0	G: -8.0	H: i	I: 5.1	J: 7.4
18	CC(C)C(=O)Nc1ccc(Br)cc1Cl
  A: 4.2	B: 0.4	C: -0.5	D: 0.3	E: .	F: -6.7	G: -18.3	H: -0.4	I: 1.1	J: 1.1
19	CC(C(=O)Nc1nccs1)c1ccc([N+](=O)[O-])cc1 (centres undefined)
  A: 1.8	B: 19.3	C: -2.5	D: -0.6	E: 0.5	F: -3.3	G: 5.2	H: i	I: 1.0	J: 5.1
20	Cc1c(C(=O)O)cnc2cc(-c3ccc(Cl)cc3)nn12
  A: 1.4	B: -3.8	C: 5.6	D: -2.4	E: 0.3	F: -1.8	G: 23.6	H: .	I: 2.4	J: -14.0
21	COC(=O)c1cc(S(=O)(=O)N2CCN(c3ccc(OC)cc3)CC2)cn1C
  A: -1.1	B: 3.1	C: -0.1	D: -6.9	E: -0.5	F: -2.0	G: 10.4	H: -0.4	I: -2.3	J: 1.2
22	CCn1c(COc2ccc(=O)n(-c3ccccc3)n2)nnc1SCC(=O)OC
  A: 0.4	B: -1.9	C: -0.9	D: 15.8	E: 0.7	F: 7.8	G: 5.5	H: -3.3	I: 0.0	J: -5.0
23	CS(=O)(=O)N(CC(=O)Nc1ccccc1Cl)c1ccc(Cl)cc1
  A: -2.0	B: 7.0	C: 0.3	D: 4.5	E: .	F: -2.7	G: 16.5	H: -0.3	I: 3.1	J: -16.8
24	Cc1snc(SCc2c(F)cccc2Cl)c1C#N
  A: -1.6	B: -3.6	C: -0.4	D: 6.4	E: -0.3	F: -9.3	G: -20.3	H: -0.4	I: -1.1	J: -4.6
25	CN(C)S(=O)(=O)c1ccc(S(=O)(=O)N2CCCC2)cc1
  A: -1.3	B: 3.1	C: 8.5	D: -1.4	E: 1.0	F: 6.0	G: 11.9	H: i	I: 4.2	J: -13.5
26	Cc1ccc(N2CC(C(=O)NC3CC3)CC2=O)cc1 (centres undefined)
  A: 0.6	B: 4.6	C: 2.7	D: -6.0	E: -0.8	F: -5.8	G: 52.9*	H: -0.5	I: -9.6	J: 0.6
27	CN(C)c1ncnc2[nH]ncc12
  A: .	B: -3.1	C: 3.5	D: 2.3	E: .	F: .	G: .	H: .	I: .	J: -8.8
28	Cc1cc(C(=O)N2CCN(c3ncccn3)CC2)nn1C
  A: 1.9	B: 0.9	C: 2.5	D: 3.4	E: .	F: -0.2	G: 17.6	H: -0.4	I: 3.8	J: -12.5
29	CCN(CC)CCn1c(N)cc(=O)[nH]c1=O
  A: 1.7	B: 1.6	C: 5.3	D: 0.4	E: .	F: 13.3	G: 30.1	H: i	I: -1.5	J: -10.5
30	Nc1cc(C(=O)OCC(=O)NC(c2ccccc2)c2ccccc2)ccc1Cl
  A: -0.2	B: 2.8	C: -1.0	D: -5.5	E: -0.2	F: -7.9	G: 0.1	H: -0.2	I: 6.3	J: -10.2

Shown as tab-separated lines: entries from further up
entry	mol	UGM FP inh	MazF activator	FBA Mtb inh	GDH-TPI counter	BioA inh	Rv3671c inh	DUSP3 inh	BH1578 lux ind	3CLpro inhibitor	PriA SSB inh
23	CS(=O)(=O)N(CC(=O)Nc1ccccc1Cl)c1ccc(Cl)cc1	-2.0	7.0	0.3	4.5	.	-2.7	16.5	-0.3	3.1	-16.8
24	Cc1snc(SCc2c(F)cccc2Cl)c1C#N	-1.6	-3.6	-0.4	6.4	-0.3	-9.3	-20.3	-0.4	-1.1	-4.6
25	CN(C)S(=O)(=O)c1ccc(S(=O)(=O)N2CCCC2)cc1	-1.3	3.1	8.5	-1.4	1.0	6.0	11.9	i	4.2	-13.5
26	Cc1ccc(N2CC(C(=O)NC3CC3)CC2=O)cc1 (centres undefined)	0.6	4.6	2.7	-6.0	-0.8	-5.8	52.9*	-0.5	-9.6	0.6

Further records
Keys – A = UGM FP inh; B = MazF activator; C = FBA Mtb inh; D = GDH-TPI counter; E = BioA inh; F = Rv3671c inh; G = DUSP3 inh; H = BH1578 lux ind; I = 3CLpro inhibitor; J = PriA SSB inh
31	Cc1cccc(NC(=O)c2ccc([N+](=O)[O-])o2)c1C
  A: 1.6	B: -0.7	C: -1.4	D: -2.5	E: -1.2	F: -2.4	G: 20.7	H: i	I: 3.5	J: -12.5
32	COc1cccc(C(C)(O)c2nc(-c3cccc(F)c3)cs2)c1 (centres undefined)
  A: .	B: .	C: -2.1	D: 11.9	E: 0.4	F: .	G: .	H: -0.6	I: .	J: .
33	CSc1nnc(-c2ccco2)n1-c1ccccc1
  A: -0.6	B: -1.5	C: 3.7	D: 5.7	E: -1.6	F: -2.2	G: 15.3	H: -0.7	I: 7.5	J: 4.7
34	COc1ccc(C(=O)Nc2ccc(C(=O)OCC(=O)c3ccccc3)cc2)cc1
  A: -0.4	B: -5.5	C: -4.9	D: 6.1	E: -2.0	F: -4.2	G: 17.7	H: .	I: -0.8	J: 6.9
35	O=C(COC(=O)c1cccnc1Cl)NC(=O)c1ccc(OC(F)F)cc1
  A: 4.4	B: 8.1	C: 1.1	D: -6.1	E: -0.2	F: 2.6	G: .	H: -0.2	I: .	J: 1.1
36	CC(C)N1CCN(Cc2coc3ccccc3c2=O)CC1CCO (centres undefined)
  A: 0.8	B: -6.2	C: -0.6	D: 3.3	E: .	F: -1.8	G: -1.3	H: -0.3	I: 2.7	J: -6.9
37	Cc1ccc(C(=O)N/C(=C\c2ccco2)C(=O)N2CCOCC2)cc1C
  A: -0.3	B: -8.8	C: 0.7	D: 1.3	E: -0.5	F: -0.8	G: -4.0	H: -1.6	I: 3.5	J: 0.1
38	N#Cc1c(N)n(C2OC(CO)C(O)C2O)c2ncnc(N)c12 (centres undefined)
  A: .	B: 1.4	C: -0.8	D: -7.8	E: .	F: .	G: .	H: -1.9	I: .	J: -17.3
39	CN(C)Cc1nc2ccccc2c(=O)n1Cc1nc(-c2cccc([N+](=O)[O-])c2)cs1
  A: 0.8	B: -4.7	C: -1.4	D: 1.9	E: .	F: -7.9	G: 37.2	H: -0.5	I: -3.4	J: 9.4
40	O=S(=O)(Nc1nc2ccccc2nc1Cl)c1ccc2ccccc2c1
  A: .	B: 3.5	C: 3.1	D: 22.2	E: 1.1	F: -18.7	G: 8.2	H: -0.2	I: 0.8	J: -12.5
41	O=C(/C=C/c1ccco1)Nc1ccccc1N1CCCC1
  A: 4.5	B: -5.1	C: -2.5	D: 22.1	E: .	F: 2.0	G: -22.4	H: i	I: -0.6	J: 3.2
42	CC(C)Sc1nc2c(c(=O)n(C)c(=O)n2C)n1Cc1ccc(Cl)cc1
  A: -2.5	B: 0.1	C: 0.3	D: -11.6	E: 1.7	F: -6.1	G: -1.3	H: i	I: 3.6	J: -2.7
43	S=c1[nH]c2ccccc2n1CCOc1ccccc1
  A: 0.7	B: 2.8	C: -0.7	D: 5.1	E: 0.5	F: -10.5	G: 9.8	H: -0.3	I: 2.1	J: 13.9
44	Cc1ccc(CSCC(=O)N/N=C/c2ccc(OCC(=O)Nc3ccc(C)cc3)cc2)cc1
  A: 0.5	B: -1.9	C: 6.9	D: 1.6	E: -1.9	F: -21.9	G: 43.4	H: i	I: -0.8	J: .

Individual results from the results shown:
#12 | 3CLpro inhibitor = 1.5
#1 | DUSP3 inh = -2.9

Single records, as listed above.
CC(C)Sc1nc2c(c(=O)n(C)c(=O)n2C)n1Cc1ccc(Cl)cc1 in the list: UGM FP inh: -2.5; MazF activator: 0.1; FBA Mtb inh: 0.3; GDH-TPI counter: -11.6; BioA inh: 1.7; Rv3671c inh: -6.1; DUSP3 inh: -1.3; BH1578 lux ind: i; 3CLpro inhibitor: 3.6; PriA SSB inh: -2.7
Cc1ccc(CSCC(=O)N/N=C/c2ccc(OCC(=O)Nc3ccc(C)cc3)cc2)cc1 in the list: UGM FP inh: 0.5; MazF activator: -1.9; FBA Mtb inh: 6.9; GDH-TPI counter: 1.6; BioA inh: -1.9; Rv3671c inh: -21.9; DUSP3 inh: 43.4; BH1578 lux ind: i; 3CLpro inhibitor: -0.8; PriA SSB inh: .

Screening results: PubChem BioAssay, several laboratories
